Assay outcomes from PubChem.
Ecoli WT expand – growth inhibitors of wild-type E. coli, primary screen, strain BW25113, expanded library, OD600; growth inhibition, % at 100 µM; OD600 absorbance; AID 710, 2007; actives 0.15% (n = 98,000);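 active = growth inhibition above about 50% at one test dose, limit read from the data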;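 also: growth measured after 20 h incubation at 37 °C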
FAK inh – FAK kinase inhibitors, primary screen, biochemical; inhibition, %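 (tested at 7 µM)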; biochemical FAK kinase activity assay; actives 0.84% (n = 97,000); AID 727, 2007; in the data active = inhibition above about 19%;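 also: 0% = DMSO and 100% = reference compound high control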
Mac1 fbg enh – enhancers of CD11b/CD18 adhesion to fibrinogen, primary screen, K562 cells, luminescence | Integrin beta-2 (Homo sapiens) + Integrin alpha-M (Homo sapiens), P05107+P11215 | ATPlite luminescence | actives 0.07% (n = 93,000) | activation, % at 10 µM;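 active = 10 µM primary screen giving 50% or more activity, confirmed by 40% or more on retest at that dose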; also: strong numbers were not always called active; reference of the scale not given here
PLAP act – PLAP enzyme activators, biochemical, luminescence, HTS. Alkaline phosphatase, placental type (Homo sapiens), P05187. purified PLAP enzyme, luminescent substrate read-out; stronger effect = higher value. activation fold at 20 µM. actives 1.2% (n = 96,000). AID 696, 2007; in the data active = activation fold above about 2
Target sequence (P05187 whole entry, looked up): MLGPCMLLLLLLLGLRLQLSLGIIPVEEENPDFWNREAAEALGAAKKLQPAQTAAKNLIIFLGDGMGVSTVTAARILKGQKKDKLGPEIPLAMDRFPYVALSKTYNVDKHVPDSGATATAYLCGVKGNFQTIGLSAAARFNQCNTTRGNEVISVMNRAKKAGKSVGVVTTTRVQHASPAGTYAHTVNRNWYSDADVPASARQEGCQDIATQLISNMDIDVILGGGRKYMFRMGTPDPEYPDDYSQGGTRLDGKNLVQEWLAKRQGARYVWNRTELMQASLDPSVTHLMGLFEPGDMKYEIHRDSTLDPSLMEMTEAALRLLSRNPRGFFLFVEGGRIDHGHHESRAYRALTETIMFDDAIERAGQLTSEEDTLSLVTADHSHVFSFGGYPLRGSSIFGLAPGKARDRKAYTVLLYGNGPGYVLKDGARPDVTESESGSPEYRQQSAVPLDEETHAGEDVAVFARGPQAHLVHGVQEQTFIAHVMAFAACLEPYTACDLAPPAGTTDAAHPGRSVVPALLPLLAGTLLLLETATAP
MT1-MMP txn act – MT1-MMP promoter reporter activation – cell-based, luciferase luminescence, primary screen; HT1080 MT1-MMP promoter luciferase reporter, overnight; stronger effect = higher value; activation factor at 10 µM; actives 0.16% (n = 86,000);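 active = activation factor of at least 2 for MT1-MMP transcription at 10 µM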
Mac1 fbg inh – inhibitors of CD11b/CD18 adhesion to fibrinogen, primary screen, K562 cells, luminescence; ATPlite luminescence; Mn2+ added to activate the integrin; inhibition, % at 10 µM; actives 0.54% (n = 93,000);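 active = primary inhibition of 50% or more at 10 µM, then 40% or more on retest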; also: some results filed as inactive read as strong as hits
* = called active by the depositor; . = not tested or not shown. These rows are one share of the data; the hit share may differ from the screen's.

SMILES	Ecoli WT expand	FAK inh	Mac1 fbg enh	PLAP act	MT1-MMP txn act	Mac1 fbg inh
CCc1nc2ccc(Br)cc2c(=O)n1-c1ccccc1C(F)(F)F	.	-0.7	.	.	.	.
COc1cc2nc(CN3CC=C(c4ccccc4)CC3)[nH]c(=O)c2cc1OC	.	.	.	.	0.8	.
CCCC/C(C)=C/[C@@H](NP(=O)(c1ccccc1)c1ccccc1)c1ccccc1	.	.	.	.	1.2	.
CCCc1cc2c(n1Cc1ccco1)C(C)C1CN(C(=O)c3ccccc3)C(C)(C(=O)OC)C21 (stereo not drawn)	.	.	.	.	1.1	.
NCC(O)c1ccc(O)cc1 (stereo not drawn)	.	.	.	.	1	.
COC(=O)[C@H]1C[C@H]2CC[C@H](O)C[C@H]2N1CC1CC1	.	.	.	.	1.1	.
O=P(N[C@@H](c1ccccc1)[C@@H]1C[C@H]1CO)(c1ccccc1)c1ccccc1	.	.	.	.	1.4	.
CCCC/C=C/[C@@H](NP(=O)(c1ccccc1)c1ccccc1)c1ccccc1OC	.	.	.	.	1	.
Cc1cccc(N2C(=O)NC(=O)/C(=C\c3cnn(-c4ccccc4)c3)C2=O)c1	-7.0	0.8	.	.	.	.
OC(Cn1c2ccccc2c2ccccc21)C[n+]1ccccc1 (stereo not drawn)	6.0	1.1	.	1.1	.	.
Cc1sc2c(c1C)C(c1ccc(C(C)(C)C)cc1)=NCC(=O)N2CC(=O)Nc1nccs1	-4.0	1.3	.	1.3	.	.
CC(C)COc1ccc(C2(C#N)CC[N+](C)(C)CC2)cc1	5.0	-5.2	.	0.7	.	.
Cc1cccnc1-n1c(-c2ccccc2)nc2ccccc2c1=O	-6.0	-6.3	.	0.9	.	.
C/C(=C\c1ccc(N(C)C)cc1)[N+](=O)[O-]	19.0	-5.5	.	0.8	.	.
CN1CCN(c2ccc([N+](=O)[O-])c(N/N=C3\CN4CCC3CC4)c2)CC1	-1.0	0.6	.	0.7	.	.
COCCCN1CCN(c2nnc3n2-c2sc(Br)cc2C(c2ccccc2Cl)=NC3)CC1	-9.0	0.8	.	1.5	.	.
Cc1cccc(C(=O)NC(Oc2ccccc2)C(Cl)(Cl)Cl)c1 (stereo not drawn)	-1.0	-2.5	.	0.9	.	.
CC(C(=O)Nc1ccc(Br)cc1C(=O)c1ccccc1)N1CCCCC1 (stereo not drawn)	1.0	2.6	.	0.9	.	.
CCOc1ccc(C2(C#N)CC[N+](C)(C)CC2)cc1	-5.0	1.2	.	0.9	.	.
O=c1c2ccccc2nc(CSc2ncnc3nc[nH]c23)n1-c1ccc(Cl)c(Cl)c1	-9.0	-5.3	.	1.6	.	.
Cc1ccc(C(=O)C2CN(C)CC2C(=O)c2ccc(C)cc2)cc1 (stereo not drawn)	10.0	-2.3	.	1.4	.	.
Cn1c(O)c(C(c2ccccn2)c2c(O)n(C)c(=S)[nH]c2=O)c(=O)[nH]c1=S	0.0	-0.3	.	1	.	.
O=C(O)CP(=O)(O)c1ccc(Cl)cc1	5.0	12.3	.	1	.	.
Cc1ccc(C(=O)n2cc(CCN3CCS(=O)(=O)CC3)c3ccccc32)cc1	-9.0	2.1	.	1.2	.	.
O=C(NC(Oc1ccccc1)C(Cl)(Cl)Cl)c1ccccc1 (stereo not drawn)	1.0	-2.4	.	1	.	.

Reformatted field by field: entries from further up.
Cc1cccc(N2C(=O)NC(=O)/C(=C\c3cnn(-c4ccccc4)c3)C2=O)c1
  Ecoli WT expand: -7.0
  FAK inh: 0.8
  Mac1 fbg enh: .
  PLAP act: .
  MT1-MMP txn act: .
  Mac1 fbg inh: .
OC(Cn1c2ccccc2c2ccccc21)C[n+]1ccccc1 (stereo not drawn)
  Ecoli WT expand: 6.0
  FAK inh: 1.1
  Mac1 fbg enh: .
  PLAP act: 1.1
  MT1-MMP txn act: .
  Mac1 fbg inh: .

More structures follow.
SMILES	Ecoli WT expand	FAK inh	Mac1 fbg enh	PLAP act	MT1-MMP txn act	Mac1 fbg inh
Cc1ccc(N2C(=O)/C(=C/c3ccc(CN(CCC#N)S(C)(=O)=O)o3)C(=O)NC2=S)cc1C	4.0	-7.2	.	1.4	.	.
CC(=O)c1ccc(OC(NC(=O)c2ccco2)C(Cl)(Cl)Cl)cc1 (stereo not drawn)	-6.0	-3.0	.	0.9	.	.
CC(C)N(CC(O)c1cccc([N+](=O)[O-])c1)C(C)C (stereo not drawn)	-4.0	1.8	.	1.1	.	.
Cc1ccc(-c2nc3ccccc3c(=O)n2-c2nccs2)cc1	-4.0	-1.1	.	1	.	.
Cc1nc2sccc2c(=O)n1-c1ccccc1Cl	7.0	1.5	.	1	.	.
CCCN(CC#CCO)CCC	-6.0	1.4	.	.	1.1	.
CC(C)c1ccc(N2C(=O)NC(=O)/C(=C/c3cnc(-c4ccccc4)nc3)C2=O)cc1	.	.	-3.4	.	.	8.5
CC(C)N1C(=O)NC(=O)C2(Cc3cc([N+](=O)[O-])ccc3N(C)C2c2ccccc2)C1=O (stereo not drawn)	.	.	0.3	.	.	-2.6
COc1ccc(C(Nc2ccccc2)P(=O)(Oc2ccccc2)Oc2ccccc2)cc1 (stereo not drawn)	.	.	-3.3	.	.	-15.5
CCCCN1C(=O)/C(=C/C=C/c2ccco2)C(=O)NC1=S	.	.	29.1	.	.	15.6
O=C(/C=C/c1ccc2c(c1)OCO2)c1c(O)n(CCC2=CCCCC2)c(=O)[nH]c1=O	.	.	19.1	.	.	57.1
CC12CCC3C(CC=C4CC(O)CCC43C)C1C/C(=C\c1ccccc1F)C2=O (stereo not drawn)	.	.	14.8	.	.	32.9
Nc1cc(Cl)c2nonc2c1[N+](=O)[O-]	.	.	4.7	.	.	-2.3
Cc1ccnc(-n2c(C)cc(/C=C3\C(=O)NC(=S)N(C)C3=O)c2C)c1	.	.	2.9	.	.	-0.7
COc1cccc(NP(=O)(Oc2ccccc2Cl)Oc2ccccc2Cl)c1	.	.	10.4	.	.	7.9
CN(C)C(Cc1ccc(Cl)cc1)C(=O)c1ccccc1 (stereo not drawn)	.	.	-3.7	.	.	-15.2
Cc1c(Cl)cccc1NC(=S)N1CC2CC(C1)c1cccc(=O)n1C2 (stereo not drawn)	.	.	3.3	.	.	20.0
CN1CCc2c(C#N)c(Cl)nc(Cl)c2C1	.	.	9.5	.	.	-9.5
Cc1cc(C=C2C(=O)NC(=S)NC2=O)c(C)n1-c1ccc2c(c1)OCO2	.	.	31.8	.	.	59.6
O=C(N/N=C/c1c(O)n(Cc2ccccc2)c(=O)[nH]c1=O)c1ccccc1	.	.	-1.3	.	.	-6.2
CC(Cc1ccccc1)NC(=O)/C=C/c1ccc(Cl)cc1 (stereo not drawn)	.	.	-0.3	.	.	0.9
Cc1ccccc1NP(=O)(Oc1ccccc1F)Oc1ccccc1F	.	.	5.4	.	.	21.4
Cc1ccccc1NC(=S)NC(NC(=O)CF)C(Cl)(Cl)Cl (stereo not drawn)	.	.	-1.7	.	.	6.5
c1ccc(-c2[nH]c[n+](CC3CO3)c2-c2ccccc2)cc1 (stereo not drawn)	.	.	103.0	.	.	-12.9
Cc1cccc(-n2c(-c3ccc([N+](=O)[O-])cc3)nc3ccccc3c2=O)c1	.	.	11.4	.	.	-2.3

Ordered by heavy-atom count (smallest number first): some entries from above.
SMILES	Ecoli WT expand	FAK inh	Mac1 fbg enh	PLAP act	MT1-MMP txn act	Mac1 fbg inh
O=C(O)CP(=O)(O)c1ccc(Cl)cc1	5.0	12.3	.	1	.	.
CN1CCc2c(C#N)c(Cl)nc(Cl)c2C1	.	.	9.5	.	.	-9.5
CC(=O)c1ccc(OC(NC(=O)c2ccco2)C(Cl)(Cl)Cl)cc1 (stereo not drawn)	-6.0	-3.0	.	0.9	.	.
Cc1ccnc(-n2c(C)cc(/C=C3\C(=O)NC(=S)N(C)C3=O)c2C)c1	.	.	2.9	.	.	-0.7
COc1cccc(NP(=O)(Oc2ccccc2Cl)Oc2ccccc2Cl)c1	.	.	10.4	.	.	7.9
Cc1cccc(N2C(=O)NC(=O)/C(=C\c3cnn(-c4ccccc4)c3)C2=O)c1	-7.0	0.8	.	.	.	.
CC12CCC3C(CC=C4CC(O)CCC43C)C1C/C(=C\c1ccccc1F)C2=O (stereo not drawn)	.	.	14.8	.	.	32.9

More structures.
SMILES	Ecoli WT expand	FAK inh	Mac1 fbg enh	PLAP act	MT1-MMP txn act	Mac1 fbg inh
O=C(COc1ccccc1)c1cn(Cc2ccccc2)c2ccccc12	.	.	0.1	.	.	-10.5
O=P(Oc1ccccc1)(Oc1ccccc1)C(Nc1ccccc1)c1ccccc1 (stereo not drawn)	.	.	-2.0	.	.	-10.4
CC1CCCC(C)N1/N=C/c1c[nH]c2ccc(Br)cc12 (stereo not drawn)	.	.	0.8	.	.	12.9
CC1CCN(CC(=O)c2ccccc2Cl)CC1	.	.	2.2	.	.	1.6
Cc1ccc(S(=O)(=O)NCCC(=O)Nc2ccc(Cl)cc2C(=O)c2ccccc2)cc1	.	.	7.6	.	.	5.9
COc1ccc(NC(c2ccccc2F)P(=O)(Oc2ccccc2)Oc2ccccc2)cc1 (stereo not drawn)	.	.	6.6	.	.	-6.3
Cc1ccc(N2C(=O)NC(=O)C(CCc3ccccn3)(Cc3cccc(Cl)c3Cl)C2=O)cc1 (stereo not drawn)	.	.	3.0	.	.	-12.6
C/C(=N\Nc1ccccc1)c1c(O)n(Cc2ccccc2)c(=O)[nH]c1=O	.	.	-3.2	.	.	29.6
O=C(CNC(=O)c1ccccc1Cl)Nc1ccc(Br)cc1C(=O)c1ccccc1	.	.	1.6	.	.	18.9
Cc1cccc(-n2c(-c3cccs3)nc3ccccc3c2=O)c1	.	.	-4.3	.	.	5.3
CC(NCc1cccc(Cl)c1Cl)C(O)c1ccccc1 (stereo not drawn)	.	.	-4.2	.	.	-2.6
CCN(CC)c1ccc(/C=C2/C(=O)NC(=O)N(Cc3ccco3)C2=O)cc1	.	.	5.5	.	.	-3.0
O=c1[nH]c(=S)n(Cc2ccc(F)cc2)c(O)c1/C=N/N1CCCCCC1	.	.	8.1	.	.	25.8
O=C1NC(=O)N(c2ccccc2)C(=O)/C1=C\c1ccc2c3c(cccc13)CC2	.	.	1.2	.	.	1.3
CCC(=NCCC(c1ccccc1)c1ccccc1)c1c(O)n(C)c(=O)n(C)c1=O	.	.	-6.0	.	.	51.1
O=C1NC(=S)N(C2CC2)C(=O)/C1=C/c1ccc2c(c1)CCN2CCCCl	.	.	92.7	.	.	7.7

Complete entries as entered above.
CCC(=NCCC(c1ccccc1)c1ccccc1)c1c(O)n(C)c(=O)n(C)c1=O is entered as Ecoli WT expand = .; FAK inh = .; Mac1 fbg enh = -6.0; PLAP act = .; MT1-MMP txn act = .; Mac1 fbg inh = 51.1
C/C(=N\Nc1ccccc1)c1c(O)n(Cc2ccccc2)c(=O)[nH]c1=O is entered as Ecoli WT expand = .; FAK inh = .; Mac1 fbg enh = -3.2; PLAP act = .; MT1-MMP txn act = .; Mac1 fbg inh = 29.6
